UPR CHOP act = activators of apoptotic CHOP UPR arm, primary screen, cell-based, CHO-CHOP luciferase reporter, luminescence, uHTS; activation, % at 10 µM; AID 449763, 2010; UPR activation; percent of tunicamycin response over DMSO baseline; actives 0.34% (n = 330,000);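 active = at 10 µM dose, activation of 40% or more, normalized to positive control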;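 also: 100% = tunicamycin at 10 µg/mL and 0% = DMSO alone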
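Dosing – one dose, 10 µM in 0.5% DMSO · System – CHO-CHOP cells, stable luciferase reporter of PERK-eIF2a-CHOP signalling · Input – 500 cells/well · Control set – tunicamycin 10 µg/mL final as positive, DMSO-only wells as negative · Timing – 6 h compound treatment, 37 °C · Measure – % activation vs tunicamycin · Technique – luminescence read with Steady-Glo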
Mdm2 MdmX PPI = inhibitors of human Mdm2-MdmX association, primary screen, cell-based, luminescence, split luciferase, SaOS-2, uHTS; Protein Mdm4 (Homo sapiens) + E3 ubiquitin-protein ligase Mdm2 (Homo sapiens), …; SaOS-2 split-luciferase Mdm2/MdmX complementation; actives 3% (n = 330,000); inhibition, % at 8 µM;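 active = inhibition of at least 50% at 8 µM in the primary screen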
Target sequence (O15151 whole entry, looked up): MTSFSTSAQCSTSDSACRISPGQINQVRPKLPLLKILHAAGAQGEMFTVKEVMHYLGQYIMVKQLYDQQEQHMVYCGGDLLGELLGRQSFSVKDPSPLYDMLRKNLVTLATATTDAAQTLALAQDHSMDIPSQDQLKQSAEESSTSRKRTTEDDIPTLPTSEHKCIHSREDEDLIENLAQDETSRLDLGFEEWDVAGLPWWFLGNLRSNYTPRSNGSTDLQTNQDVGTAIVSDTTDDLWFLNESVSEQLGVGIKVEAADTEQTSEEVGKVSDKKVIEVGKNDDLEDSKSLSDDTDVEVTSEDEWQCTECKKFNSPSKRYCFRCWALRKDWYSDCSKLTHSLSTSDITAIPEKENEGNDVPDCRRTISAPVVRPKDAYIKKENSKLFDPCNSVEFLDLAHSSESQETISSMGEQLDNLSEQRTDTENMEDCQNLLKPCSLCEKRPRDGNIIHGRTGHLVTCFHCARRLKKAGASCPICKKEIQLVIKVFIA
Target sequence (Q00987 whole entry, looked up): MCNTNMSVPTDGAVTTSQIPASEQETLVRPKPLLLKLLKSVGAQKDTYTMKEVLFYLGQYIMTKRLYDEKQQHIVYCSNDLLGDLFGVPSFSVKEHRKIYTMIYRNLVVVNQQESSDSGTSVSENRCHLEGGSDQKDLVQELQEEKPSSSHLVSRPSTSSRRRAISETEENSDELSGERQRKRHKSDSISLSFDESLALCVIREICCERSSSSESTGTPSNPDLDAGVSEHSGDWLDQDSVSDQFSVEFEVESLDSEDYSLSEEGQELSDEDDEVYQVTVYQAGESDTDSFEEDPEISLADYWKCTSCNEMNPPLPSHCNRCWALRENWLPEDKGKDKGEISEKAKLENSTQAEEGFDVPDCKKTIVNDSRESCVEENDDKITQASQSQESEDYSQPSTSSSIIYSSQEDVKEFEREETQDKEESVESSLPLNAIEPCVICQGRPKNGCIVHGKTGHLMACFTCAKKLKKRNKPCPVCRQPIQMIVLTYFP
TIM10 inh = growth inhibitors of isogenic TIM10 control yeast, primary screen, counter-screen for tim10-1 yeast inhibitor project, luminescence, uHTS; S. cerevisiae TIM10 strain growth, BacTiter-Glo luminescence, 24 h; inhibition, % at 10 µM; actives 1.4% (n = 330,000); AID 463195, 2010;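 active = inhibition of 40% or more at the single tested concentration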;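 also: wild-type TIM10 isogenic control strain grown at permissive 25 °C; 0% = DMSO yeast wells and 100% = minimal medium wells without yeast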
APJ antag = antagonists of human apelin receptor APJ, primary screen, CHO-K1 cells, beta-arrestin complementation, luminescence | P35414 | inhibition, % at 20 µM | actives 0.32% (n = 330,000) | AID 2521, 2010;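 active = inhibition above about 40% at 20 µM, limit read from the data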;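 also: cells challenged with 10 nM apelin-13 agonist together with compound; plate controls were apelin-13 plus DMSO wells for no effect and DMSO wells lacking apelin-13 for full effect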
tim10-1 inh = growth inhibitors of tim10-1 mutant yeast, primary screen, luminescence, uHTS; S. cerevisiae tim10-1 ts strain growth, BacTiter-Glo, 24 h; inhibition, % at 20 µM; actives 2.2% (n = 330,000);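 active = inhibition of at least 40%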;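 also: mutant grown at 25 °C; 0% = DMSO wells with yeast and 100% = wells holding no yeast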
CXCR6 block = CXCR6 receptor inhibitors, primary screen, cell-based, beta-arrestin, luminescence, CHO-K1 PathHunter, 1536-well; AID 602244, 2012; inhibition, % at 20 µM; C-X-C chemokine receptor type 6 (Homo sapiens), O00574; actives 0.36% (n = 360,000); in the data active = inhibition above about 34%, passing the limit was not always enough;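 also: antagonist mode with CXCL16 agonist at 10 nM final; 0% = 10 nM CXCL16 with DMSO and 100% = unstimulated wells without agonist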
APJ ag = agonists of human apelin receptor APJ, primary screen, CHO-K1 cells, PathHunter beta-arrestin, luminescence; P35414; 0% DMSO wells, 100% apelin; activation, % at 20 µM; actives 0.11% (n = 330,000);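 active = activation more than six SD over the plate average, tested at 20 µM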;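 also: 0% = DMSO alone and 100% = apelin-13 at 10 nM; some results filed as inactive read as strong as hits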
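Material: CHO-K1 APJ beta-arrestin complementation cell line; Input: cell density 1000 per well; Incubation: compound stimulation 90 min at 25 °C, detection 60 min; Signal: luminescence from split beta-galactosidase complementation, Galacton Star/Emerald II substrate; Controls: DMSO-only wells as negative, 10 nM Apelin-13 as positive control.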
tim23-1 inh = growth inhibitors of tim23-1 mutant yeast, primary screen, luminescence, uHTS | S. cerevisiae tim23-1 growth, BacTiter-Glo luminescence, 24 h | inhibition, % at 20 µM | actives 1.3% (n = 330,000) | AID 463212, 2010;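 active = growth inhibition of the mutant yeast at or above 50%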;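 also: temperature-sensitive mutant grown at 25 °C; plate controls were DMSO-treated mutant yeast for no effect and medium wells lacking yeast for full effect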
XBP1 UPR activ = activators of adaptive XBP1 UPR arm, primary screen, cell-based, CHO-XBP1 luciferase reporter, luminescence, uHTS; IRE1-XBP1 UPR activation; percent of tunicamycin response, DMSO as zero; activation, % at 20 µM; actives 0.33% (n = 330,000); AID 463104, 2010;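 active = versus positive control, 20 µM dose yields 30% or more activation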;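 also: 100% = tunicamycin at 10 µg/mL and 0% = DMSO only wells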
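Material: CHO cell line with stable XBP1 luciferase reporter; buffer or medium: F12 medium containing 10% fetal bovine serum; compound: single point, 20 µM final compound, 1% DMSO; incubation: 6 h treatment, 37 °C; measured by: glow luminescence from Steady-Glo reagent; evaluation: activation, % of tunicamycin; control set: tunicamycin high, DMSO low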
Active calls of the source: *. An excerpt, so the mix of outcomes need not match the whole.

SMILES | UPR CHOP act | Mdm2 MdmX PPI | TIM10 inh | APJ antag | tim10-1 inh | CXCR6 block | APJ ag | tim23-1 inh | XBP1 UPR activ
Cc1cccc(C)c1NC(=O)CN1C(=O)C2CC=CCC2C1=O (stereo not drawn) | 1.4 | 4 | 4 | 20 | -1 | -4 | -4 | -3 | 1
O=C(CCNC(=O)c1ccc(Cl)cc1)NCCC1=CCCCC1 | 6.3 | -43 | -28 | -60 | 3 | 4 | -2 | 13 | 4
CC(=O)NCC(=O)N(c1ccccc1)C1(C(=O)NC2CCCCC2)CCCCC1 | -0.1 | 28 | 10 | 13 | 13 | -1 | -2 | -3 | -3
O=C(NCCS(=O)(=O)N1CCN(c2ccc(F)cc2)CC1)c1ccco1 | 2.0 | 21 | 3 | -6 | 8 | -4 | -3 | 6 | -2
CC(C)Oc1cccc(C(=O)C2CCCN(Cc3ccc4nonc4c3)C2)c1 (stereo not drawn) | -0.1 | -31 | 8 | 12 | 6 | 7 | -3 | 7 | -1
CC(=O)N1C(=S)NC(=O)/C1=C1/C(=O)N(CC(=O)Nc2cccc(C)c2)c2ccccc21 | 1.2 | -12 | -6 | 1 | 8 | 4 | -7 | 11 | -2
CCOC(=O)c1ccc2c(c1)nc(COc1ccc3ccccc3c1)n2CC | -0.1 | 3 | 17 | -5 | 15 | 21 | -5 | 16 | -1
CCC1(C)N(O)C(C)(C)C(c2ccc(OC)cc2)=[N+]1[O-] (stereo not drawn) | -0.3 | -7 | -17 | -7 | -30 | 4 | -3 | -3 | 0
COc1cccc(CC(NC(C)=O)C(=O)NC2CCN(C(=O)C3CCCCC3)CC2)c1OC (stereo not drawn) | -3.1 | 15 | -14 | 4 | 5 | -2 | 0 | 5 | 8
O=C(NCCC(=O)N(CCc1ccccc1)Cc1ccccc1)c1ccc([N+](=O)[O-])cc1 | 2.9 | 27 | 7 | -7 | 21 | 10 | -1 | 29 | 1
CCOc1cc(NC(=S)NCc2ccco2)c(OCC)cc1NC(=O)CC(C)C | 0.3 | 17 | -3 | 7 | 3 | 1 | -3 | 6 | -4
Cc1nc2ccc(C(=O)OCC(=O)N(C)c3ccccc3)cc2nc1C | 0.6 | 5 | 11 | 1 | 34 | 6 | -1 | 34 | 2
COc1ccccc1C(=O)NCCC(=O)N(C)Cc1cccs1 | 1.0 | 3 | -5 | -27 | -8 | 9 | -5 | 3 | 0
CCNC(=S)N(Cc1ccc2c(c1)OCO2)C1CC(=O)N(c2ccc(OC)cc2)C1=O (stereo not drawn) | -0.4 | 9 | 23 | 18 | 25 | -7 | -4 | 37 | -4
CC(C)(C)CC(=O)Nc1nnc(-c2cccs2)s1 | 3.0 | -42 | 3 | 6 | 9 | 1 | -3 | 6 | 2
S=C(NCCc1ccccc1)Nc1ccc(Nc2ccccc2)cc1 | -2.0 | 42 | 26 | 10 | 52* | 7 | -3 | 47 | -3
O=C(/C=C/c1ccc(-c2ccccc2[N+](=O)[O-])o1)c1ccc(Br)cc1 | -0.1 | 9 | 37 | 11 | 38 | 7 | 4 | 30 | 3
Nc1nnc(SCC(=O)Nc2ccc(N3CCOCC3)cc2)s1 | 2.6 | 18 | 3 | -10 | -3 | 13 | -6 | -3 | 0
COc1cn(-c2ccccc2)nc1C(=O)Nc1ccc(C)cc1 | 3.5 | -57 | 30 | -25 | -51 | -2 | -1 | 50* | 11
COc1ccccc1C(=O)NC(=O)OCCn1c(C)cnc1[N+](=O)[O-] | -2.4 | 18 | -11 | -10 | 20 | -10 | -1 | 8 | -1
COCC(=O)Nc1ccccc1C#N | 2.3 | -20 | -10 | 10 | 4 | -2 | -2 | 1 | -2
COc1ccc(NC(=O)c2cc(S(=O)(=O)N3CCCCC3)ccc2OC)cc1 | 1.0 | 12 | 6 | -29 | 16 | -5 | -1 | 17 | -3
COc1cc(/C=C/C(=O)O)cc(S(=O)(=O)Nc2ccc3c(c2)CCC3)c1OC | 1.5 | 8 | 2 | -4 | -11 | -3 | -1 | 3 | -2
Cn1cccc1CC(=O)NNC(=S)NC(=O)c1ccc(F)cc1 | 2.3 | 3 | -9 | 12 | 10 | 16 | -6 | -33 | -2
Cc1nc2ccccn2c1CN(C)C(=O)C1CCC(=O)N(Cc2cccc(F)c2)C1 (stereo not drawn) | -0.3 | 18 | -1 | 16 | 9 | -6 | -2 | 5 | 1
COc1ccc(S(=O)(=O)N2CCCC(C(=O)N3CCN(C)CC3)C2)cc1C (stereo not drawn) | 1.5 | 14 | -7 | 14 | -1 | -6 | -3 | -6 | -2
CCN(CC)C(=O)C1CCN(Cc2cccc(OCc3ccccc3)c2)CC1 | 2.9 | -22 | 16 | 18 | 1 | 12 | 1 | 16 | -3
O=S(=O)(c1ccc(-c2csc(Nc3ccc(F)cc3)n2)cc1)N1CCCC1 | 1.2 | -9 | 3 | -2 | 22 | -13 | -3 | 9 | 6
Cc1cccc(OCC(=O)Nc2ccc3c(c2)nc(CCN2CCC(C)CC2)n3C)c1 | 0.2 | 21 | -3 | 15 | 2 | 3 | 6 | -6 | -2
O=C(CCSc1ccc(F)cc1)NNC(=O)c1ccccc1Cl | -2.0 | -5 | 18 | -4 | 13 | 0 | -5 | 23 | -2

Compound profiles, as listed above:
Cc1nc2ccc(C(=O)OCC(=O)N(C)c3ccccc3)cc2nc1C across the screens: UPR CHOP act: 0.6; Mdm2 MdmX PPI: 5; TIM10 inh: 11; APJ antag: 1; tim10-1 inh: 34; CXCR6 block: 6; APJ ag: -1; tim23-1 inh: 34; XBP1 UPR activ: 2
CC(C)(C)CC(=O)Nc1nnc(-c2cccs2)s1 across the screens: UPR CHOP act: 3.0; Mdm2 MdmX PPI: -42; TIM10 inh: 3; APJ antag: 6; tim10-1 inh: 9; CXCR6 block: 1; APJ ag: -3; tim23-1 inh: 6; XBP1 UPR activ: 2

Remaining list, next part
SMILES | UPR CHOP act | Mdm2 MdmX PPI | TIM10 inh | APJ antag | tim10-1 inh | CXCR6 block | APJ ag | tim23-1 inh | XBP1 UPR activ
Cc1ccnc2nc(C(=O)Nc3nc(-c4ccccn4)cs3)nn12 | 2.0 | 16 | -8 | -9 | -13 | -10 | -2 | 17 | -3
COc1ccc(S(=O)(=O)Nc2c(C)n(C)n(-c3ccccc3)c2=O)cc1 | 1.5 | 17 | 8 | 8 | 3 | -9 | -5 | -4 | -2
O=C(O)c1cc2ccccc2c2cc(Br)ccc12 | 0.8 | 7 | 10 | -3 | 20 | 0 | -2 | 29 | -4
Cc1ccccc1NC(=O)CCCCCN1C(=O)[C@@H]2Cc3ccccc3CN2C1=O | -0.1 | 29 | 5 | 13 | 28 | -5 | -3 | 27 | -2
Cc1ccc(S(=O)(=O)c2ccc(Cl)cc2)cc1S(=O)(=O)N(C)CC(=O)O | -1.1 | 10 | -9 | 1 | 9 | 2 | -1 | 7 | -1
O=C(COC(=O)C1CCN(S(=O)(=O)c2ccccc2)CC1)NCCc1ccccc1 | -1.1 | 7 | 6 | 12 | 14 | 1 | -3 | 13 | -2
O=C(Nc1nc2ccccc2s1)C1CCN(C(=O)c2ccco2)CC1 | 4.5 | 21 | 2 | 12 | 9 | -22 | -3 | 12 | -1
COc1cccc(NC(=S)N2CCC(N(C)CC3CCCO3)CC2)c1 (stereo not drawn) | 0.0 | -14 | -6 | -12 | -1 | 0 | 0 | 12 | -3
Cc1cnnc2c1-c1nonc1CC2 | 0.3 | 0 | -8 | -12 | -2 | -6 | 0 | 4 | -1
C=CCNC(=S)N/N=C/c1ccc(-c2cc(Cl)ccc2Cl)o1 | 3.6 | 68* | -6 | 8 | 6 | -4 | -4 | -23 | -1
Cc1ccccc1NC(=O)CN1CCc2ccccc2C1 | 0.3 | 30 | -1 | 11 | 12 | 4 | -3 | 16 | -2
CCCCN(C(=O)c1cc2c(s1)CCC2)c1c(N)n(CCCC)c(=O)[nH]c1=O | 4.5 | 9 | 7 | -27 | 14 | 2 | -6 | 20 | -1
Cn1nc(C(=O)Nc2ccc(Cl)cc2)cc1C(=O)Nc1ccc(Cl)cc1 | 0.0 | 13 | -1 | 7 | -37 | -5 | 1 | -11 | -4
COC(=O)C1=C(C)N(CCCCCC(=O)O)C(=O)NC1c1ccccc1 (stereo not drawn) | -2.2 | 3 | 6 | -1 | 12 | -1 | 0 | 12 | 2
CCC1CN(C(=O)NCc2ccccc2)c2cc(Cl)ccc2O1 (stereo not drawn) | 0.6 | 18 | 25 | 24 | 21 | 1 | -3 | 40 | -4
O=C(Nc1ccc2ncccc2c1)Nc1ccc2ncccc2c1 | 3.6 | -17 | 12 | 4 | -18 | -4 | 0 | 9 | 0
CCc1nc2c(s1)CCc1onc(-c3ccc(Cl)cc3)c1-2 | -1.4 | -6 | 2 | -19 | 10 | -1 | -4 | 13 | -2
C=CCOc1ccc(/C(O)=C2\C(=O)C(=O)N(CCCOC)C2c2ccncc2)cc1 (stereo not drawn) | -1.0 | 15 | -3 | 10 | -4 | -1 | -3 | -3 | 1
COc1ccc2cc(C3NC(=O)c4ccccc4N3)c(Cl)nc2c1 (stereo not drawn) | -1.5 | 23 | 7 | -8 | 1 | -8 | 0 | 15 | 1
Cc1ccc(S(=O)(=O)N(C(=O)c2ccncc2)c2ccc(OC(=O)c3ccncc3)c3ccccc23)cc1 | 14 | 8 | 30 | -50 | 27 | 10 | 2 | 46 | -2
Cc1cccc(NC(=O)CNC(=O)COC(=O)C2CC2C)c1C (stereo not drawn) | 2.0 | -12 | 4 | -3 | 15 | -12 | 2 | 6 | 0
Nc1nc(CCl)nc(Nc2cccc3ccccc23)n1 | 35 | 97* | 18 | -8 | 38 | 1 | 2 | 24 | 0
COc1ccc(-c2nc(-c3ccc(Br)o3)no2)cc1 | -0.6 | -55 | 3 | -23 | -11 | 4 | -3 | 3 | -5
Cc1ccc(C)c(NC(=S)N2CCC(c3nc4ccccc4s3)CC2)c1 | 0.7 | 9 | 22 | 4 | 30 | -4 | -2 | 33 | 2
N#Cc1c(N)nc2c(c1-c1ccc3c(c1)OCO3)CCc1ccccc1-2 | 5.4 | 65* | -16 | -26 | -5 | 2 | 1 | 30 | 1
COc1ccc(CCCC(=O)N/N=C\c2cccs2)cc1 | 2.2 | -16 | -4 | -26 | -7 | 2 | -1 | 14 | 5
Nc1cccc(S(=O)(=O)Nc2ccccc2)c1 | 1.5 | -5 | -9 | -11 | -16 | 3 | -3 | -9 | -2
CCOc1cccc2cc(-c3nnc(NCc4ccco4)s3)c(=O)oc12 | 6.0 | -20 | 23 | -35 | 40* | -6 | 1 | 23 | 3
